hIAP inh: blocks human intestinal alkaline phosphatase | hit rate 0.12% among 330,000 | P09923 | purified IAP, CDP-Star luminescence, 30 min | inhibition, % at 10 µM;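 active = inhibition reaching a set limit with compound at 10 µM in the primary screen, cut at about 35% in these data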;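 note: plate controls were DMSO wells with enzyme for no effect and no-enzyme buffer wells for full effect; values of inactives mirror those of a sister screen read the other way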
APOBEC3A inh: inhibitors of human APOBEC3A DNA deaminase | AID 493011 | recombinant A3A, FAM/TAMRA ssDNA deamination fluorescence | hit rate 0.41% among 330,000 | P31941 | inhibition, % at 20 µM;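 active = at least 40% inhibition at 20 µM here, with at most 30% in a related deaminase screen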;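 note: plate controls were A3A with DMSO for no effect and wells lacking A3A enzyme for full effect; some results filed as inactive read as strong as hits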
Target sequence (P31941 whole entry, looked up): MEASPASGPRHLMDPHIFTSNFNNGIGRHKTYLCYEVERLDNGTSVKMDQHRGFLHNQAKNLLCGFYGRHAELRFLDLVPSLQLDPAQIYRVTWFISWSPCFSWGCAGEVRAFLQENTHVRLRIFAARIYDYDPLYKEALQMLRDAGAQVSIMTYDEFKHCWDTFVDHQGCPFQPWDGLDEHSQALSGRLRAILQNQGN
MIN6 prolif: induces beta-cell replication in MIN6 cells | MIN6 cells proliferation, ATPlite luminescence, 48 h; cells starved in 0.2% serum; 100% = growth in 10% serum | proliferation, % at 10 µM | hit rate 0.29% among 330,000 | AID 2380;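 active = compounds whose signal lies at least 3.5 SD above the mean of all wells on their plate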;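 note: 0% = DMSO-treated cells in low-serum medium and 100% = 10% serum control; some compounds called inactive have numbers as strong as hits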
mIAP activ: increases mouse intestinal alkaline phosphatase activity | muIAP, CDP-Star luminescence, 30 min; stronger effect = higher value; 1 = vehicle-only enzyme signal, 0 = enzyme-free wells | activation factor at 10 µM | hit rate 0.24% among 330,000;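 active = activation factor of at least 2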; note: the source names both 10 and 20 µM as test concentration; values of inactives mirror those of a sister screen read the other way
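Assay system: mouse IAP enzyme; Reagent: CDP-Star chemiluminescent phosphatase substrate; Compound: DMSO-dissolved test compounds; Incubation: 30 min, room temperature; Technique: luminescence from enzymatic CDP-Star hydrolysis; Controls: DMSO-only wells and no-enzyme negative control.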
hIAP activ: human IAP activation; activation factor at 10 µM; AID 2524; hit rate 0.16% among 330,000; purified human IAP, CDP-Star luminescence, 30 min; stronger effect = higher value; 1 = vehicle-only enzyme, 0 = enzyme-free background;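 active = activation factor of the enzyme at least 2-fold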; note: the source names both 10 and 20 µM as test concentration; values of inactives mirror those of a sister screen read the other way
MPTP inh: permeability transition pore inhibition; inhibition, % at 10 µM; AID 602449; isolated mouse mitochondria, Ca2+ swelling absorbance, 30 min; hit rate 1.4% among 360,000;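 active = inhibition of 50% or more, scaled per plate between neutral and stimulator controls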;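 note: 0% = DMSO wells given calcium and 100% = 1 mM EGTA wells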
NR3A LBD binder: NR3A (human) ligand-binding domain modulation; NR3A LBD differential scanning fluorimetry, Tm shift; 0% = protein alone, 100% = glycine-bound protein; Tm shift relative to glycine control, % at 25 µM; hit rate 2.5% among 340,000;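 active = melting temperature shift of at least 10% of the positive control shift, at one fixed dose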
mIAP inh: mouse IAP inhibition. purified mouse IAP, CDP-Star luminescence, 30 min. inhibition, % at 10 µM. hit rate 0.2% among 330,000. AID 2806;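 active = inhibition of at least 40% at 10 µM in the primary screen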;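 note: plate controls were DMSO with enzyme for no effect and no enzyme wells for full effect; values of inactives mirror those of a sister screen read the other way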
APOBEC3G inh: blocks human APOBEC3G single-stranded DNA deamination; Q9HC16; recombinant A3G, ssDNA deamination FAM/TAMRA fluorescence; inhibition, % at 20 µM; hit rate 0.28% among 330,000;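 active = inhibition of at least 40% at 20 µM, with no more than 30% in the related APOBEC3A deaminase screen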;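 note: plate controls were DMSO wells with A3G for no effect and wells lacking A3G enzyme for full effect; some compounds called inactive have numbers as strong as hits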
Target sequence (Q9HC16 whole entry, looked up): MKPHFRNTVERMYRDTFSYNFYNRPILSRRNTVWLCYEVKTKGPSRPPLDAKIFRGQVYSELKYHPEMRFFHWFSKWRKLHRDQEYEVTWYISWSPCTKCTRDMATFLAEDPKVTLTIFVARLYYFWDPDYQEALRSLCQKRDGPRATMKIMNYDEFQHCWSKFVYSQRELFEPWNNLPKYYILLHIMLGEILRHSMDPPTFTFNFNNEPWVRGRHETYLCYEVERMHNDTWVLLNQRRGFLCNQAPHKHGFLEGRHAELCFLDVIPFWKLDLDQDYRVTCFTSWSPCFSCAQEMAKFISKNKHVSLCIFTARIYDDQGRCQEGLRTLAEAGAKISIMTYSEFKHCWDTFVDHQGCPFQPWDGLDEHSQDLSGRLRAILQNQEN
* = called active by the depositor; x = not tested or not shown.

SMILES | hIAP inh | APOBEC3A inh | MIN6 prolif | mIAP activ | hIAP activ | MPTP inh | NR3A LBD binder | mIAP inh | APOBEC3G inh
Nc1nonc1-n1nnc(C(=O)N/N=C/c2cc(Br)cs2)c1-c1ccccc1 | 3 | 1 | -2 | 1 | 0.97 | 0.1 | 15* | -3 | -3
CC(=O)Nc1cccc(Oc2ncnc3scc(-c4ccccc4)c23)c1 | 0 | 0 | 2 | 0.92 | 1 | 2.5 | -2 | 8 | -2
CC(C)c1nc(CNC(=O)CC2C(=O)NCCN2Cc2ccoc2)cs1 (centres undefined) | 12 | 0 | 0 | 0.93 | 0.89 | 0.8 | -2 | 7 | -1
O=C(COC(=O)c1ccc(F)cc1)NCCCc1ccccc1 | -24 | -2 | -2 | 1.1 | 1.2 | 0.2 | 0 | -7 | -4
CN1C(C(=O)Nc2ccc(OC(F)(F)F)cc2)=CC(c2cccs2)=NS1(=O)=O | 6 | -5 | -3 | 0.99 | 0.94 | 74* | 6 | 1 | -2
O=C1NCCNC1(c1c[nH]c2ccccc12)C(F)(F)F (centres undefined) | -4 | -1 | -4 | 1.1 | 1 | -0.8 | 0 | -7 | -2
COc1ccc(/C=C/C(=O)O)cc1Cl | 7 | -4 | -3 | 1 | 0.93 | 1.8 | -1 | -3 | -6
CCCOC(=O)C1[C@H]2C(=O)N(CC3CCCO3)C[C@]23C=C[C@H]1O3 (some centres undefined) | -4 | 5 | -1 | 0.96 | 1 | -0.2 | 0 | 4 | 1
O=C(NCCC1=CCCCC1)C(=O)NCc1ccccc1 | -13 | 2 | 0 | 1.1 | 1.1 | 0.7 | -4 | -14 | -7
CC(c1ccccc1)n1c(SCC(=O)Nc2ccccc2)n[nH]c1=O (centres undefined) | -7 | -2 | -2 | 0.96 | 1.1 | 0.6 | -1 | 4 | -9
Cc1cc(-c2ccccc2)nc(N(C)NC(=O)C(C)(C)C)c1S(C)(=O)=O | -8 | 1 | 1 | 0.94 | 1.1 | 0.4 | 7 | 6 | -5
CC/S(=N\S(=O)(=O)c1ccc(C)cc1)c1ccccc1 (centres undefined) | -8 | -3 | 0 | 0.94 | 1.1 | 1.1 | 4 | 6 | -2
CCC(C)NC(=O)CSc1nc2scc(-c3ccccc3)c2c(=O)[nH]1 (centres undefined) | -4 | -1 | -3 | 0.97 | 1 | 18 | 0 | 3 | 0
COc1ccc(Cl)cc1NC(=O)C1Cc2ccccc2CN1S(C)(=O)=O (centres undefined) | -11 | -1 | -2 | 1.1 | 1.1 | 1.4 | 1 | -5 | -3
C/C(Nc1ccccc1)=C(/C#N)C(N)=O | 25 | -2 | -3 | 0.91 | 0.75 | -2.7 | 1 | 9 | -2
O=c1[nH]c2ccccc2nc1/C=C(\O)C(F)F | -3 | 0 | -2 | 0.89 | 1 | 0.1 | 1 | 11 | -2
CSCCC(NC(=O)c1ccc(Cl)cc1Cl)C(=O)OCC(N)=O (centres undefined) | -10 | -2 | 0 | 1 | 1.1 | -0.1 | 0 | -4 | -3
COc1ccc(-n2ccn3c(CCC(=O)N4CCN(c5cccc(C)c5C)CC4)nnc3c2=O)cc1 | -21 | -3 | 0 | 1.1 | 1.2 | -0.4 | 1 | -7 | -4
O=C(C1CC1)N1CCN=C1SCc1ccccc1Cl | 1 | -1 | 5 | 1 | 0.99 | -2.5 | 0 | 0 | -7
Cc1cc(NC(=O)CC(C)C)c(=O)n(Cc2cccc(F)c2)c1 | 10 | -1 | 1 | 0.99 | 0.9 | 0.3 | 0 | 1 | -1
O=[N+]([O-])c1cc(S(=O)(=O)N2CCCCCC2)ccc1Cl | -4 | 3 | -5 | 1 | 1 | -0.3 | 2 | -5 | -1
CCCCSc1nnc(CNC(=O)C23CC4CC(CC(C4)C2)C3)n1Cc1ccccc1 | 17 | 0 | 0 | 1.2 | 0.83 | 3.3 | -1 | -22 | -9
CCOc1cccc(CNn2cnnc2)c1OCc1ccccc1Cl | 4 | 1 | 2 | 0.97 | 0.96 | -5.2 | 1 | 3 | -3
C/C(=N\NC1=NCCN1)c1ccc(Cl)cc1 | -16 | -3 | -1 | 0.98 | 1.2 | 0.6 | 1 | 2 | -4
COc1ccccc1NC(=O)C(C)OC(=O)CC1CCCC1 (centres undefined) | 15 | -1 | 5 | 0.94 | 0.85 | 1.3 | 2 | 6 | -5
CC(C)Cc1cc(C(=O)N2CCCC(CO)(Cc3ccc(F)cc3F)C2)n[nH]1 (centres undefined) | 3 | -1 | -1 | 1 | 0.97 | -0.2 | 2 | -3 | -2
O=C(CSc1nc2ccccc2nc1SCC(=O)N1CCOCC1)N1CCOCC1 | -8 | 3 | -4 | 1 | 1.1 | -1.0 | -1 | -3 | -5
Cc1nc(C(=O)Nc2ccc(Cl)cc2)sc1C1(C)CC(c2cccc([N+](=O)[O-])c2)=NO1 (centres undefined) | -9 | 0 | -3 | 0.9 | 1.1 | 1.4 | -5 | 10 | -7
COc1cc2c(cc1OC)CN(C(=S)Nc1ccc(Cl)cc1)CC2 | -22 | 1 | -4 | 1.1 | 1.2 | 8.6 | 1 | -9 | -1
O=C(N/N=C\c1coc2ccccc2c1=O)c1ccco1 | -3 | -1 | 2 | 1.1 | 1 | 0.3 | -2 | -6 | -4
O=C(O)CC(c1cccc(Cl)c1)n1cccc1 (centres undefined) | -6 | -1 | -2 | 0.99 | 1.1 | 0.0 | 2 | 1 | 0
C=CCOc1ccc(/C=C2\SC(N3CCCCC3)=NC2=O)cc1 | 0 | -6 | -3 | 0.96 | 1 | 1.0 | 2 | 4 | -3
COc1ccc(NC(=O)CSc2ccc3nnc(-c4ccccn4)n3n2)cc1 | 25 | -1 | -2 | 0.97 | 0.75 | -1.4 | -2 | 2 | -2
CC(=O)C1=C(Nc2ccc(C)cc2)CC(C)(O)C(C(C)=O)C1c1ccco1 (centres undefined) | -6 | 0 | -1 | 0.9 | 1.1 | -1.3 | 0 | 10 | -4
COc1ccc(-c2cc(C(=O)NN)[nH]n2)cc1 | -38 | -2 | 1 | 1 | 1.4 | -4.0 | 2 | -4 | -7
O=C(Nc1ccc2c(c1)OCO2)N1CCN(C/C=C/c2ccccc2)CC1 | -9 | -6 | 1 | 1.1 | 1.1 | 0.1 | -1 | -6 | -1
COc1cc(OC)cc(C(=O)N[C@H](C(=O)OCC(=O)c2ccc(C)c([N+](=O)[O-])c2)C(C)C)c1 | -7 | -7 | -1 | 0.97 | 1.1 | -3.5 | 1 | 3 | -7
Cc1ccc(OCc2nnc(SCC(=O)Nc3ccc(N4CCOCC4)cc3)o2)cc1 | 16 | -3 | 0 | 0.9 | 0.84 | 2.0 | 0 | 10 | -4
COc1ccc(NC(=O)CN(c2ccccc2F)S(=O)(=O)c2ccc(C)cc2)c(OC)c1 | -9 | 3 | 0 | 1.1 | 1.1 | 0.2 | 0 | -13 | 1
COc1cccc(N2CCN(C(=S)Nc3ccccc3OC)CC2)c1 | 6 | -10 | 0 | 1.1 | 0.94 | 1.5 | 1 | -5 | -2
Cc1cc(/C=N/NC(=O)CC#N)c(C)n1-c1ccc([N+](=O)[O-])cc1 | 1 | -2 | -2 | 0.95 | 0.99 | -0.5 | -2 | 5 | -6
Cc1cccc(C)c1OCC(O)CN1CCN(c2ccccc2)CC1 (centres undefined) | 6 | 0 | -2 | 0.95 | 0.94 | -1.1 | -3 | 4 | -7
CCCC(=O)Nc1nnc(Sc2ccc(N(C)C)cc2)s1 | 11 | 1 | 2 | 1 | 0.89 | 6.1 | 4 | -3 | 0
O=C(CSc1nccc(=O)[nH]1)Nc1ccc(Br)c(Cl)c1 | -44 | 2 | -3 | 0.95 | 1.4 | 2.1 | -19 | 5 | -3
O=C1C(=O)N(Cc2cccnc2)C(c2cccc(O)c2)/C1=C(\O)c1ccc2c(c1)OCCO2 (centres undefined) | 18 | 2 | 3 | 0.96 | 0.82 | 0.5 | 2 | 4 | 1

Profiles as entered above. Order of values: hIAP inh	APOBEC3A inh	MIN6 prolif	mIAP activ	hIAP activ	MPTP inh	NR3A LBD binder	mIAP inh	APOBEC3G inh
COc1ccc(NC(=O)CN(c2ccccc2F)S(=O)(=O)c2ccc(C)cc2)c(OC)c1 is entered as -9	3	0	1.1	1.1	0.2	0	-13	1
COc1ccc(NC(=O)CSc2ccc3nnc(-c4ccccn4)n3n2)cc1 is entered as 25	-1	-2	0.97	0.75	-1.4	-2	2	-2

Continued:
SMILES | hIAP inh | APOBEC3A inh | MIN6 prolif | mIAP activ | hIAP activ | MPTP inh | NR3A LBD binder | mIAP inh | APOBEC3G inh
Cc1ccc(S(=O)(=O)N2CCC(C(=O)N3CCC[C@H]3C(=O)NCc3ccco3)CC2)cc1 | 2 | -3 | 3 | 0.97 | 0.97 | 0.0 | -3 | 3 | -5
CC1(C(=O)OCC(=O)NC(=O)NCc2ccccc2)CC1(Cl)Cl (centres undefined) | 5 | -2 | 0 | 0.99 | 0.95 | -0.8 | 4 | 1 | -9
Cc1nc(-c2ccc(C(=O)Nc3cccc(F)c3)cc2)cs1 | -16 | 3 | -3 | 0.95 | 1.2 | 3.0 | 0 | 5 | -4
O=c1ccc2cc3c([nH]c4ccc(Br)cc43)oc-2c1O | 25 | 73 | -4 | 0.52 | 0.75 | 12 | x | 48* | 82
COc1ccc(N2CC(C(=O)Nc3cc(C(F)(F)F)ccc3N3CCCC3)CC2=O)c(OC)c1 (centres undefined) | -5 | -6 | -5 | 1.1 | 1.1 | -2.5 | -2 | -8 | -7
Cc1cccc(C(=O)c2cnc3ccccc3c2-c2ccccc2)c1 | 11 | 0 | -2 | 0.84 | 0.89 | 3.1 | -1 | 16 | 0
O=C(OCC(=O)N1CCN(c2ccccc2)CC1)c1cc(Cl)ccc1[N+](=O)[O-] | -2 | -4 | -1 | 0.95 | 1 | -1.5 | 0 | 5 | -4
CCOc1ccc(-c2nc(C#N)c(NCc3ccc4c(c3)OCO4)o2)cc1 | 8 | 1 | -4 | 1.1 | 0.92 | 3.0 | -6 | -12 | -6
COc1ccc(S(=O)(=O)N(CCc2ccccc2)CC(=O)NCCCO)cc1 | 6 | -2 | 2 | 0.99 | 0.94 | -0.1 | 0 | 0 | -7
Cc1ccc(C(C(=O)NC(C)(C)C)N(Cc2ccccc2)C(=O)c2snc(C(N)=O)c2N)o1 (centres undefined) | 13 | 0 | 0 | 0.91 | 0.87 | 2.9 | -1 | 9 | -1
NC(=O)/C=C\C(=O)Nc1cccc(C(F)(F)F)c1 | 12 | 2 | -4 | 0.93 | 0.88 | 2.0 | 2 | 7 | 5
Clc1ccc(OCc2nn3c(C4CCCCC4)nnc3s2)cc1 | 17 | -2 | -4 | 0.83 | 0.83 | 0.9 | 1 | 17 | 30
CC#CC(=O)N1CCCC(C(=O)c2ccc(SC)cc2)C1 (centres undefined) | 8 | -1 | -4 | 0.99 | 0.92 | 0.5 | -1 | 1 | -4
O=C(Nc1cccc(S(=O)(=O)N2CCOCC2)c1)c1cc2c(s1)CCC2 | 8 | -2 | -3 | 1.1 | 0.92 | 10 | -16 | -5 | -6
CCCc1nc2sc3ccccc3c(=O)c2c(=O)n1Cc1ccc(OC)cc1 | -2 | -1 | -2 | 0.99 | 1 | 14 | 15* | 1 | -3

A few values from the results shown.
For mIAP activ, CC1(C(=O)OCC(=O)NC(=O)NCc2ccccc2)CC1(Cl)Cl (centres undefined) has 0.99
For APOBEC3G inh, O=C(OCC(=O)N1CCN(c2ccccc2)CC1)c1cc(Cl)ccc1[N+](=O)[O-] has -4
For MIN6 prolif, CCCc1nc2sc3ccccc3c(=O)c2c(=O)n1Cc1ccc(OC)cc1 has -2

Screening data (PubChem BioAssay)
